# GSK3B inh: human GSK3beta kinase inhibition | P49841 | GST-GSK3beta kinase, ADP-Glo luminescence, 60 min; active compounds read low | activity score (negative = inhibition), % at 10 µM | 300,000 tested, 0.038% active | AID 2097;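 active = more than half of replicate wells score below -50%, meaning over 50% inhibition versus plate controls; inconclusive = some replicates but at most half score below -50%; inactive = no replicate scores below -50%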;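 also: 0% = median DMSO wells and -100% = median GW8510 positive control wells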
#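 Test system: GST-tagged human GSK3beta kinase, cell-free; evaluation: activity score scaled between in-plate DMSO and GW8510 controls; measured by: ADP-Glo luminescence; incubation: 60 min reaction, RT; benchmarks: DMSO and 20 µM GW8510; reagent: peptide substrate plus 25 µM ATP (final); medium: Tris/MgCl2 kinase buffer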
# PolyA inhibitor: blocks polyadenylation in yeast reporter cells; S. cerevisiae SKY197-pL101 polyadenylation reporter, beta-gal luminescence; efflux-impaired pdr1/pdr3 knockout yeast; score 100 = 6 SD above DMSO; calls only at 12 µM; 300,000 tested, 0.02% active; AID 1875;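 active = lowest replicate activity score at least 50, where 100 means six control SD above control mean; inconclusive = lowest score under 50 but half or more replicates reach 50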;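 also: yeast exposed to compound for 9 h at 30 °C; higher score means more reporter readthrough which indicates perturbed polyadenylation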
# HDAC3 inh: blocks human histone deacetylase 3; inhibition, % at 8.3 µM; recombinant HDAC3, fluorogenic peptide/trypsin coupled, fluorescence; 320,000 tested, 0.15% active; AID 2718; O15379; in the data active = inhibition above about 26%, passing the limit was not always enough; inconclusive = no clear call, values can overlap the other calls
# Target sequence (O15379 whole entry, looked up): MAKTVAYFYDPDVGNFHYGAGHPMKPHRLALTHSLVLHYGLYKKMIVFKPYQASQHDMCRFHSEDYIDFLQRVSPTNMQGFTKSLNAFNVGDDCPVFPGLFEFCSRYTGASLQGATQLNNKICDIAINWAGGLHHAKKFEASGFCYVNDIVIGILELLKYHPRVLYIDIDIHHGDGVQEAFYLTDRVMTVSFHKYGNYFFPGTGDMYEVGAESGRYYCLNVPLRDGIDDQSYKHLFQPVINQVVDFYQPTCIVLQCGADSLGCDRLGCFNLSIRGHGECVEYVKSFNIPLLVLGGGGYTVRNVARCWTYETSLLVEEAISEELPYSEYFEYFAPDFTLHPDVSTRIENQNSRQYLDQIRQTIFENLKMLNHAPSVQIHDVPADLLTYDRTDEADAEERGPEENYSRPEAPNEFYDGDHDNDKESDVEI
# HSF1 inh: HSF1 inhibition | NIH3T3-HGL HSE-luciferase, MG132-induced, luminescence 8 h; active compounds read low | activity change, negative = inhibition, % at 7.5 µM (by protocol) | 300,000 tested, 0.77% active | AID 2098;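 active = more than half of replicate wells show activity change below -50%, luminescence cut by over half; inconclusive = some wells, but at most half, below -50%; inactive = no replicate well below -50%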;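 also: luciferase reports HSF-1 transcriptional activity via heat shock element; 0% = median of DMSO wells and -100% = zero luminescence signal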
# Platelet DG rel: platelet dense granule release activity; inhibition, %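 (compounds screened at 7.5 µM in platelet-rich plasma)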; human platelet-rich plasma, SFLLRN dense granule ATP release, luminescence; 300,000 tested, 0.22% active; AID 1663;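 active = mean replicate score, as percent of positive control, at or above 50; inconclusive = mean below 50 but at least one replicate at or above 50; inactive = mean and every replicate below 50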
# HSF-1 act: increases HSF-1 driven luciferase reporter signal; NIH3T3-HGL HSF-1 luciferase reporter, MG132, 8 h; 100% = twice DMSO control signal; 300,000 tested, 1.7% active; activation, % at 9 µM; AID 504408;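 active = mean replicate activation of at least 50% with a set share of replicates each reaching 50%; inconclusive = only one of those two conditions met; inactive = mean below 50% and too few replicates reaching it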;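 also: 0% = median of the neutral control wells and 100% = twice that signal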
# GSK3A inh: blocks human GSK-3 alpha kinase. P49840. ADP-Glo luminescence, 60 min. inhibition, % at 10 µM. 320,000 tested, 0.1% active;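 in the data active = inhibition above about 50%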;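 also: GST-tagged GSK-3 alpha with peptide substrate and 25 µM ATP; 0% = DMSO neutral wells and 100% = GW8510 positive control wells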
# Target sequence (P49840 whole entry, looked up): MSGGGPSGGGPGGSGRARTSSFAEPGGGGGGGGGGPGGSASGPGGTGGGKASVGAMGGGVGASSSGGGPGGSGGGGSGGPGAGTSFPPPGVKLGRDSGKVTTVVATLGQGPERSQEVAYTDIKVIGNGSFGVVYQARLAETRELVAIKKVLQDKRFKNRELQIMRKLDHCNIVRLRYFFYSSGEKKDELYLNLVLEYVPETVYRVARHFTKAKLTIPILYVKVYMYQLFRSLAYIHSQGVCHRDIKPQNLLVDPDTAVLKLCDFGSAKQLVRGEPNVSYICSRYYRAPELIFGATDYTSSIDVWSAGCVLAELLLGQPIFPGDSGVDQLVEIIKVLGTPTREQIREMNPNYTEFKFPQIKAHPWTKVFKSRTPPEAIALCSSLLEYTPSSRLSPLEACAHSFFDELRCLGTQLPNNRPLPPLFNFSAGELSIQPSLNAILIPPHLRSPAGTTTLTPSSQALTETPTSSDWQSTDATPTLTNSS
# HSP90 refold inh: blocks HSP90-mediated luciferase refolding in reticulocyte lysate. Rabbit reticulocyte lysate, luciferase refolding luminescence, 3 h. inhibition, % at 5.6 µM. 290,000 tested, 0.91% active;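 active = inhibition above the screen-wide mean plus 3 SD, computed separately per campaign, cut at about 16% in these data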;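 also: 0% = DMSO wells and 100% = 60 µM geldanamycin wells; inhibitors lower the luminescence because luciferase stays unfolded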
# Dyrk1A ADPGlo: Dyrk1A (rat) kinase inhibition | Q63470 | ADP-Glo luminescence, NFATc1 peptide | inhibition, % at 12.5 µM | 310,000 tested, 0.43% active; in the data active = inhibition above about 50%;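 also: plate controls were vehicle with enzyme for no effect and no enzyme for full effect; many of its hits are not listed in these tables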
# AI-2 QS modul: modulates the Vibrio harveyi AI-2 quorum sensing system; Vibrio harveyi JMH597 AI-2 luminescence/OD600 ratio, 9 h; active compounds read low; strain lacks LuxN and CqsS sensors; 0 = neutral-control median; activity change, % at 7.5 µM; 300,000 tested, 0.4% active; in the data active = activity change below about -75%, passing the limit was not always enough; inconclusive = no clear call, values can overlap the other calls;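 also: luminescence divided by OD600 gain over 9 h not by final OD600 alone; inactives centre near 13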
# * = called active by the depositor; i = inactive; ? = inconclusive; · = not tested or not shown.
SMILES,GSK3B inh,PolyA inhibitor,HDAC3 inh,HSF1 inh,Platelet DG rel,HSF-1 act,GSK3A inh,HSP90 refold inh,Dyrk1A ADPGlo,AI-2 QS modul
CC(C)c1nnc(NC(=O)CCC(=O)Nc2ccc(Cl)cc2)s1,0,i,-8,-4,-4,-26,-1,0,-8,25
CC(C)(C)c1ccc(/C=N/NC(=S)NCc2ccccc2)cc1,3,i,·,6,-14,10,·,-5,0,16
Cc1ccc2nc(N3CC(C)OC(C)C3)nc(-c3ccccc3)c2c1 (centres undefined),1,i,?,-5,-6,6,2,-6,-2,10
O=C(COC(=O)Cc1c(Cl)cccc1Cl)Nc1ccccc1-c1ccccc1,-1,i,?,-2,1,-3,-2,5,-2,4
COc1ccc(NS(=O)(=O)c2ccc(NC(=O)c3ccc(N(C)S(C)(=O)=O)cc3)cc2)c(OC)c1,2,i,-8,-16,11,14,0,-1,1,8
c1ccc(-c2nnc3n2CCCC3)cc1,-3,i,9,2,-2,-1,-1,-1,4,1
COc1cc([N+](=O)[O-])ccc1NC(=O)NCc1ccccn1,2,·,1,1,1,-6,1,5,·,5
O=C(COc1ccccc1Cl)N1CCN(C(=O)c2ccco2)CC1,5,i,1,-45,-6,-52,-2,-2,-3,22
CC1CCCN(C(=O)Cn2nnc(-c3ccc(F)cc3)n2)C1 (centres undefined),1,i,7,2,8,12,-2,4,11,-6
O=C(NCc1nc2ccccc2[nH]1)C1=C[C@H](c2ccccc2)C[C@H](OCc2ccc(CO)cc2)O1,0,i,3,-2,-4,-2,0,-2,6,52
COc1ccc(CCNc2ccc(N3C(=O)CC(C)C3=O)cc2[N+](=O)[O-])cc1OC (centres undefined),2,i,-2,-3,7,-5,0,-3,-2,8
Cc1occc(=O)c1OC(=O)Nc1ccc(Cl)c(Cl)c1,·,·,1,·,·,·,-2,4,1,·
COc1ccc2nc(SC)cc(C)c2c1,0,i,-3,1,-6,3,-1,-1,-5,18
FC(F)(F)c1cc(C(F)(F)F)n2nc(-c3sccc3-n3cccc3)cc2n1,-3,i,3,3,-6,9,-3,-4,3,16
NNc1nc2cccnc2n(CCNc2ncc(C(F)(F)F)cc2Cl)c1=O,2,i,-8,2,-1,5,-1,-1,31,4
O=c1c(-c2ccccc2)c(O)cc(-c2ccncc2)n1-c1ccc(Cl)cc1,-3,i,-1,3,8,-2,-1,-3,-1,11
CC(=O)c1cc(-c2ccccc2)n(CCC(=O)NC2CCCC2)c1C,2,i,-1,6,8,-11,-1,3,2,5
Cn1cnc2c1c(=O)n(Cc1ccc(F)cc1Cl)c(=O)n2C,-3,i,-2,1,-2,0,1,0,4,27
CCOc1ccccc1-n1c(=S)sc2c(=O)n(-c3ccc(F)cc3)c(SCC(=O)O)nc21,1,i,6,-2,-1,-3,-1,2,-3,-1
CCOC(=O)C1(CC2CCCCO2)CCN(C(=O)Nc2ccc(C)c(C)c2)CC1 (centres undefined),1,i,4,-1,1,-5,-1,-3,-1,50
COc1ccc(C)cc1NC(=O)n1ncc2cc(Cl)ccc21,-1,i,0,-5,1,20,-3,6,-3,12
COc1cccc(NC(=O)CSc2nnc(-c3cc(-c4ccccn4)nc4ccccc34)o2)c1,1,i,3,13,-8,4,-2,0,0,24
Cc1ccn2cc(CCNC(=O)C3CC=CCC3C(=O)O)nc2c1 (centres undefined),1,i,-10,0,0,1,1,8,15,1
O=C(Nc1ccc(Cl)c(Cl)c1)O/N=C/c1ccncc1,-1,i,-3,8,-3,8,0,-5,2,-88*
COc1cccc(NC(=O)CCC(=O)N2CC(C)Oc3ccc(C)cc32)c1 (centres undefined),2,i,·,3,2,7,-2,0,-1,20
Cc1cc(O)c(-c2n[nH]c3c2C(c2cccc(O)c2)N(Cc2cccnc2)C3=O)cc1Cl (centres undefined),0,i,-6,-1,-4,-1,1,3,-1,14
COc1cccc(C(=O)NCC(c2ccc3c(c2)OCO3)N2CCN(c3ccc(F)cc3)CC2)c1 (centres undefined),1,i,3,0,-60,16,-3,·,-6,-26
Cc1nc2sccn2c(=O)c1S(=O)(=O)Nc1ccc(N2CCN(S(C)(=O)=O)CC2)cc1,8,i,-1,-4,-6,8,-1,-5,-4,-8
CC12CCC(C(=O)N(NC(=O)c3cccnc3)C1=O)C2(C)C (centres undefined),1,i,-1,2,6,-2,8,-4,0,4
COc1ccc(-n2nc3cc(N)c(Br)cc3n2)cc1,0,i,0,7,1,14,·,1,·,4
Nc1nc2ncc(-c3ccsc3)c(N)n2n1,-3,i,-2,-6,-1,-23,0,-6,7,1
COc1ccc(OCc2cc(C(=O)NCc3cccc(C)n3)no2)c(Cl)c1,-1,i,-2,6,-20,31,-1,-1,5,3
CC(=O)N/N=C(\C)C1COc2ccccc2O1 (centres undefined),-18,i,-1,2,3,-12,-3,0,33,7
CC1CCCN(C(c2ccccc2)c2sc3ncnn3c2O)C1 (centres undefined),-1,i,-4,2,-14,14,1,-3,2,25
COc1ccc2nc(NC(=O)CCNS(=O)(=O)c3ccc4c(c3)oc(=O)n4C)sc2c1,2,i,-7,9,-7,43,0,-5,4,9
COc1ccc(-c2nn(-c3ccccc3)cc2/C=N/NC(N)=S)cc1OC,17,i,15,-4,2,-10,2,3,-2,15
COc1ccccc1NC(=O)Cn1nnc(C(=O)Nc2ccccc2)c1N,2,i,3,-3,-5,5,0,-4,5,7
S=c1[nH]nc(-c2ccco2)n1C1CCCCC1,-2,i,3,-6,0,-11,-1,4,10,16
Cc1c(C(=O)N2CCN(Cc3ccccc3)CC2)oc2c1C(=O)CCC2,-1,i,-2,2,2,4,-2,-3,-6,14
COc1ccc(/C=N/NC(=O)CCCOc2ccc(Cl)cc2Cl)cc1,3,i,7,1,-1,15,-1,-9,4,20
O=C(Nc1cc(Cl)cc(Cl)c1)c1coc(=O)c(Br)c1,8,i,-15,-5,-29,19,2,4,9,12
CC(=O)N1CCN(C(=O)c2cc(S(=O)(=O)N3CCCCC3)ccc2Cl)CC1,0,i,12,3,23,4,1,·,1,18
CN(C)S(=O)(=O)c1ccc(C(=O)Nc2nnc(-c3ccc4c(c3)CCCC4)o2)cc1,2,i,3,-14,4,-20,-1,1,8,33
C/C(=C\c1ccc(F)cc1)C(=O)c1c(C)cc(C)[nH]c1=O,-4,i,·,-5,6,-12,·,-5,3,9
CCOC(=O)c1c(N)sc(C(=O)Nc2ccccc2)c1C,0,i,4,-4,43,14,1,8,-1,-1
Cc1ccc(NC(=O)c2cc(C)n(-c3cccc(C)c3)c2C)cc1,4,i,3,-70*,15,-75,-1,5,1,1
Cc1ccnc(NC(=O)CNC(=O)c2ccc(C)s2)c1,-2,i,·,-8,4,-10,·,·,8,32
Cc1nnsc1S(=O)c1ccc(Cl)cc1 (centres undefined),3,i,-5,3,-2,5,-2,-4,5,3
Cc1ccc(NC(=O)CCC(=O)N/N=C/c2cccs2)cc1,-2,i,-5,1,2,5,-2,0,-11,7
Cc1cc(C)c(NC(=O)C2CCN(c3cnccn3)CC2)c(C)c1,-1,i,4,18,3,50,0,0,-11,7
NC(=S)NNC(=O)/C(=C/c1ccc(Br)cc1)NC(=O)c1ccccc1,1,i,1,-1,-7,2,-2,-1,4,8
CC(=O)c1sc(NC(=O)c2c(F)cccc2F)nc1-c1ccccc1,1,i,-3,-4,-6,4,-2,-3,12,21
Cn1c2ccccc2c(=O)c2cc(C#Cc3ccsc3)ccc21,-1,i,0,8,18,20,1,-2,33,21
CCOc1ccc(Nc2ncnc3c2nnn3Cc2ccccc2)cc1,1,i,-1,3,4,-1,-1,3,1,-6
CC1CCC(=NNC(=O)c2ccccc2-n2cccc2)CC1 (centres undefined),4,i,-5,6,-3,18,1,·,-10,9
COC(=O)c1nn(-c2ccccc2)c(Cl)c1/C=N/OCc1c(Cl)cccc1Cl,0,i,2,3,0,2,-3,·,-8,15
CN1CCN(CCCNC(=O)c2cc3c(=O)n(C)c4ccccc4c3s2)CC1,0,i,-23,7,-1,2,3,-1,6,28
COc1ccc(NC(=S)Nc2cc(C)[nH]n2)cc1Cl,-4,i,-9,8,38,6,-1,2,13,30
C=CCOC(=O)C1=C(C)NC(=S)C(C#N)(CC=C)C1c1ccccc1Cl (centres undefined),2,i,-1,3,7,12,-1,0,·,19
O=S(=O)(c1cccc(F)c1)N1CCN(c2ncnc3scc(-c4ccc(F)cc4)c23)CC1,3,i,6,9,3,-6,-32,·,5,21

# The list goes on:
SMILES,GSK3B inh,PolyA inhibitor,HDAC3 inh,HSF1 inh,Platelet DG rel,HSF-1 act,GSK3A inh,HSP90 refold inh,Dyrk1A ADPGlo,AI-2 QS modul
Cc1sc2ncnc(NCc3ccccc3)c2c1C,-4,i,0,-6,12,-11,1,0,4,16
COc1ccc(C(=O)N[C@H](C(=O)NCc2cccs2)C(C)C)cc1,-2,i,-6,-6,-2,-3,-1,-1,1,19
COc1cc(OC)c(S(=O)(=O)N2CCN(C(=O)c3ccco3)CC2)cc1NC(C)=O,-2,i,-8,-7,3,-2,-3,2,8,17
Clc1ccc2[nH]cc(-c3nnnn3-c3ccc4ccccc4c3)c2c1,-1,i,7,2,0,11,-3,-2,-2,19
CCc1ccc(NC2Nc3cc(C)nn3S2)cc1 (centres undefined),-1,i,5,25,17,50,-2,-2,-2,34
COc1ccc(C(=O)/C=C/Nc2ccc(S(=O)(=O)Nc3cccc(C(C)=O)c3)cc2)cc1,2,i,2,11,-2,0,-1,3,-4,17
COc1ccc(C)cc1NC(=O)CN1CCN(S(=O)(=O)c2ccc(C(C)C)cc2)CC1,2,i,8,7,-16,-14,-2,-3,0,16
CN1C(=O)C(O)(C2CCCCCC2=O)c2ccccc21 (centres undefined),-1,i,-4,-4,-3,-17,-2,6,·,-7
CCOCCc1nnc(NC(=O)COC)s1,2,i,13,1,1,4,-3,2,·,0
Cc1cc(-n2cccn2)ccc1CN1CCN(C2CCCC2)C(CCO)C1 (centres undefined),0,i,2,-1,-3,6,0,-3,4,14
CCOCc1nnc(NC(=O)C2CCN(C(=O)c3ccco3)CC2)s1,3,i,-3,-4,-13,6,0,2,0,17
Cc1c(Cl)cccc1NC(=O)CSc1ncnc2c1cnn2CCO,-2,·,-6,·,·,·,·,-1,-2,17
COc1ccc(NC(=O)CNC(=O)Cn2cnc3sc4c(c3c2=O)CCCC4)cc1OC,1,i,3,-6,-12,-11,0,-8,·,25

# AI-2 QS modul, hit marks shown above.
SMILES,GSK3B inh,PolyA inhibitor,HDAC3 inh,HSF1 inh,Platelet DG rel,HSF-1 act,GSK3A inh,HSP90 refold inh,Dyrk1A ADPGlo,AI-2 QS modul
O=C(Nc1ccc(Cl)c(Cl)c1)O/N=C/c1ccncc1,-1,i,-3,8,-3,8,0,-5,2,-88*

# The list is partial, so the mix of outcomes need not match the whole.
